POLK inh: DNA polymerase kappa (human) inhibition; Q9UBT6; purified Pol kappa, fluorescent DNA synthesis assay, 10 min; Potency, µM (titrated, usually from 107 µM), without a hit: at the top dose activity, negative = inhibition, usual class: inhibitors; hit rate 0.53% among 400,000; note: potency is the fitted concentration of half-maximal effect; % is set by controls: 0 for no effect and ±100 for the full control effect
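10 nM Pol kappa was preincubated with compounds for 15 min at room temperature. Reaction started with 50 nM (final) substrate. Fluorescence read kinetically at 0 and 10 min.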
Anesthetic bind: binds horse apoferritin like a general anesthetic | P02791 | apoferritin/1-aminoanthracene competitive binding, fluorescence | Potency, µM (top dose mostly 77.5 µM), for inactives: top-dose activity change, negative = displacement, actives largely listed as inhibitors | hit rate 0.074% among 350,000; note: potency is the fitted concentration of half-maximal effect; % is set by controls: 0 for no effect and ±100 for the full control effect; nearly all actives have a fitted effect of over 20% in size
Target sequence (P02791 2-175 limits assumed): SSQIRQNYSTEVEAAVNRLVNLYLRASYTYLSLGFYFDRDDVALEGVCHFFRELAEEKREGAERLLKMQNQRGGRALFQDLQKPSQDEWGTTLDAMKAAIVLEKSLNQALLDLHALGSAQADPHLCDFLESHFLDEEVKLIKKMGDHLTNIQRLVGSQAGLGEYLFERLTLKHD
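Read-out: endpoint 1-AMA fluorescence, excitation 380 nm and emission 535 nm, after compounds sit 10 min at room temperature with 10 uM horse-spleen apoferritin in 50% saturated 1-AMA/PBS. Values come from four-parameter Hill fits.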
APEX1 inh: inhibitors of human APE1 endonuclease | P27695 | recombinant APE1, TAMRA/BHQ-2 abasic DNA cleavage fluorescence | Potency, µM (top dose mostly 65.8 µM), for the others: at the top dose activity change, negative = inhibition, hits mostly inhibitors | hit rate 0.35% among 350,000 | AID 2517;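 note: potency is the fitted concentration of half-maximal effect; plate controls were vehicle for no effect and reference inhibitor for full effect; nearly all actives have a fitted effect of over 55% in size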
Target sequence (P27695 whole entry, looked up): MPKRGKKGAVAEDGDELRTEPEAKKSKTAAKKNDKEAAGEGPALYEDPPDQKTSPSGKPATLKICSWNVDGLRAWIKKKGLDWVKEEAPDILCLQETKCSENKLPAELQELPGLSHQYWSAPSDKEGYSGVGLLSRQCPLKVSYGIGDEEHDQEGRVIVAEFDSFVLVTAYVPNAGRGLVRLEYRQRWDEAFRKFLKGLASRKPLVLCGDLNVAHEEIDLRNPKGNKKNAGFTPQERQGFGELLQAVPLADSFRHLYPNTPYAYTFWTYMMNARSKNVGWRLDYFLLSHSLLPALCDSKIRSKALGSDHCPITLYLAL
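Quantitative HTS: incision of a TAMRA/BHQ-2 double-stranded substrate bearing a tetrahydrofuran abasic site by 0.75 nM APE1 raises fluorescence. Substrate 50 nM final, added after 15 min compound preincubation at room temperature; progress as third-minus-first kinetic read difference.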
LDHA inh: LDHA (human) enzyme inhibition | P00338 | purified LDHA, NADH/diaphorase-resazurin fluorescence; active compounds read low | activity change, % (values are at about 110 or 230 µM) | hit rate 0.15% among 480,000 | AID 1347041; in the data active = activity change below about -30%; inconclusive = mostly about -25% to -30%;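 note: plate controls were DMSO wells for no effect and wells without enzyme for full effect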
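Human LDH5 (2 nM) was incubated with 0.06 mM NADH and 0.2 mM pyruvate for 5 min at room temperature in Tris pH 7.4. Remaining NADH was coupled through diaphorase/resazurin, and resorufin fluorescence was read at 0 and 20 min.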
GRP78 ERSR act: inducers of ER stress response in human glioma cells; U87-MG GRP78 promoter luciferase reporter, 16 h; Potency, µM, for inactives: top-dose activation, usual class: activators; hit rate 0.02% among 420,000; AID 602332; note: potency is the fitted concentration of half-maximal effect; series mostly up to about 76 µM; % of control where 0% means no effect; nearly all actives have a fitted effect of over 35% in size
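Stably transfected U87-MG human glioma cells carrying a GRP78-based luminescent sensor were seeded at 1000 cells/well, pin-dosed with compounds and incubated 16 h. Luciferase reagent was then added, and end-point luminescence was read after 10 min at room temperature.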
Pol iota inh: DNA polymerase iota (human) inhibition. Q9UNA4. Pol iota fluorescent replication assay, 10 min. Potency, µM (series often up to 115 µM), for the others: at the highest dose activity, negative = inhibition, most hits filed as inhibitors. hit rate 1% among 390,000; note: potency is the fitted concentration of half-maximal effect
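Pol iota at 10 nM preincubated 15 min with compounds at room temperature; reaction started with fluorescent substrate, 50 nM final. Fluorescence read kinetically at 0 and 10 min; buffer-only wells as negative control.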
Pol eta inh: blocks human DNA polymerase eta activity. recombinant Pol eta, fluorescent DNA replication assay. Q9Y253. hit rate 1.2% among 390,000. Potency, µM (series often up to 114 µM), for the others: top-dose activity change, negative = inhibition, actives largely listed as inhibitors; note: potency is the fitted concentration of half-maximal effect; % is set by controls: 0 for no effect and ±100 for the full control effect
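Pol eta (10 nM) was preincubated with compounds for 15 min at room temperature, after which fluorescent replication substrate (50 nM final) was added to start the reaction. Fluorescence was read kinetically at 0 and 10 min.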
POLB inh: blocks human DNA polymerase beta activity; Potency, µM (doses to about 114 µM), for the others: top-dose activity change, negative = inhibition, usual class: inhibitors; hit rate 1.3% among 340,000; P06746; Pol beta primer extension/strand displacement, fluorescence kinetic; note: potency is the fitted concentration of half-maximal effect; % is set by controls: 0 for no effect and ±100 for the full control effect
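Enzyme-only controls used 10 nM Pol beta; buffer lacking enzyme served as negative control. Compound preincubated 15 min, then 50 nM substrate added; 0 and 10 min reads at room temperature.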
BLM inh: blocks DNA unwinding by human BLM helicase; Potency, µM (titrated, usually from 56.1 µM), without a hit: at the top dose activity change, negative = inhibition, hits mostly inhibitors; P54132; hit rate 0.2% among 350,000; recombinant BLM DNA unwinding, fluorescence dequenching; AID 2528;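 note: potency is the fitted concentration of half-maximal effect; plate controls were vehicle for no effect and no enzyme for full effect; nearly all actives have a fitted effect of over 35% in size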
Numbers without * were called inactive; i = inactive; ? = inconclusive; . = no result given; & = joins results of further samples; [ ] = another dose, or the depositor's remark. Unless noted, calls come from the whole dose curve; as a rule, active = well fitted curve in the direction sought with a large enough effect; inconclusive = small, poorly fitted or top-dose-only effect, or another doubt; inactive = no such curve, though single readings can be large; an effect the other way counts as inactive or inconclusive. Some of the compounds tested; the hit share may differ from the screen's.

SMILES	POLK inh	Anesthetic bind	APEX1 inh	LDHA inh	GRP78 ERSR act	Pol iota inh	Pol eta inh	POLB inh	BLM inh
Cc1ccc(S(=O)(=O)NC(=NCc2ccccc2)c2ccc(F)cc2)cc1	3%	-14%	19%	-1	-4%	8%	-7%	25%	-1%
O=C(O)C(c1cccs1)C1(O)CCCCC1 (stereo unspecified)	-4%	.	.	-4	-3%	23%	-10%	.	.
O=C(COc1ccccc1Cl)NNC(=O)c1ccc2c(=O)n3c(nc2c1)CCC3	-7%	.	7%	-15	-2%	?	3%	.	.
CCN(C[C@H]1N[C@@](Cc2ccccc2)(C(=O)OC)[C@H]2C(=O)N(C)C(=O)[C@@H]12)C(=O)Nc1ccc(Cl)cc1	7%	.	-4%	0	-1%	0%	-6%	.	.
O=C(NCc1ccccc1)C(=O)NCC(c1ccco1)S(=O)(=O)c1ccccc1 (stereo unspecified)	-10%[60.1 µM]	-11%	.	0	-5%	-9%	18%	-6%	0%
CCCC[C@H]1COCCS(=O)(=O)N1Cc1ccccc1F	-10%&-18%	-12%	21%	-2	-1%&-4%	11%&5%	-1%	18%	-2%
CCC(C)[C@H](N)c1nnc(SCC(=O)Nc2cccc(Cl)c2)o1 (stereo partly specified)	-13%	-20%	2%	-11	-5%	12%	-15%	5%	-1%
COc1ccc2[nH]c3c(=O)n(CCCCC(=O)NCCN4CCCC4)c(=S)[nH]c3c2c1	?	-9%	1%	7	-5%	?	-18%	-24%	-27%
COc1cccc(NC(=O)C(OC(=O)c2cnc(C)cn2)c2ccccc2)c1 (stereo unspecified)	-19%	.	4%	-4	1%	12%	-6%	.	.
CCS(=O)(=O)N1CCN(S(=O)(=O)c2ccc3ccccc3c2)CC1	4%	0%	4%	-2	2%	15%	-14%	17%	0%
Cc1ccc(/C=C2\SC(=S)N(CCCC(=O)NC3CCCC3)C2=O)cc1	-12%	-1%	14%	-10	-13%	?	0%	48%	-2%
CCNc1nc2c(cnn2C)c(=O)[nH]1	-18%	.	.	-7	-6%	21%	1%	.	.
CCOc1ccc2nc(NC(=O)CCn3cccc3)sc2c1	-7%	-9%	10%	-6	-2%	2%	-14%	6%	-6%
COc1ccc(CCNC(=O)c2cc3c(=O)n4ccccc4nc3n(C3CCCCC3)c2=N)cc1OC	-7%	-16%	6%	-1	1%	-14%	-23%	25µM*	43%[activator]
COc1ccccc1OCCCn1c(=O)oc2ccccc21	-8%	-2%	-12%	-3	2%	25%	-22%	16%	-1%
O=C(Nc1ccccc1C(=O)O)c1ccc(Br)c(S(=O)(=O)NCc2ccccc2)c1	-10%	-11%	-2%	-4	5%	50%[activator]	-20%	-19%	-1%
COc1ccccc1N1CCN(C(=O)c2c(-c3c(Cl)cccc3Cl)noc2C)CC1	-5%	-16%	5%	-4	-4%	8%	-3%	-17%	-11%
Cn1c(=O)oc2cc(S(=O)(=O)Nc3ccc4c(c3)OCCO4)ccc21	0%	-14%	2%	-3	-2%	17%	-15%	7%	-1%
O=C(CN1C(=O)CC(c2ccccc2)S(=O)(=O)c2ccccc21)N1CCOCC1 (stereo unspecified)	.	-8%	2%	.	.	.	.	2%	-2%
Cc1cc(=O)c2c(O)c3c(O)cc(=O)c4c3c3c(cc(O)c1c23)C(C)(C)C=4O	?	.	6%	.	-6%	.	.	.	7.1µM*
COc1ccc(S(=O)(=O)N2CCOC23CCN(S(=O)(=O)c2ccc(F)cc2C)CC3)cc1	-6%	.	0%	-1	-5%	-15%	-19%	.	.
C=CCn1c(SCc2csc(-c3ccc(C)cc3)n2)nnc1-c1ccccc1OC	-17%	?	-2%	4	1%	4%	-21%	2%[57.1 µM]	2%
COc1ccc(NC(=O)CSc2nnc3c4c(nc(-c5ccccc5)n23)CC(C)(C)OC4)cc1	3%	-5%	3%	1	-3%	-22%	-18%	2%	0%
COc1ccc2oc(C(=O)N3CCN(C(=O)c4ccco4)CC3)c(C)c2c1	1%	.	-3%	0	-4%	-5%	-2%	.	.
O=C(NCc1ccc2c(c1)OCO2)C1CCN(c2ccc(S(=O)(=O)N3CCCC3)cc2)CC1	-2%	19%	13%	-3	-3%	23%	-11%	-18%	-3%
O=C1CN(/N=C/c2ccc(-c3ccc([N+](=O)[O-])cc3)o2)C(=O)N1	-2%[19.4 µM]	-23%&-17%	-10%	.	-1%&-2%	.	.	.	2%
COc1ccc2[nH]c3c(c2c1)CCN1C(=O)C(CC(=O)NC(C)(C)C)C[C@H](C(=O)N(C(C)C)C(C)C)[C@@]31C (stereo partly specified)	-13%	.	-13%	4	2%	13%	-17%	.	.
O=S1(=O)CC=C(CSc2nc3ccccc3[nH]2)C1	-13%	?	1%	-5	1%	10%	-1%	21%	-1%
N#CC1(c2ccccc2)CCN(S(=O)(=O)c2ccc(OC(F)(F)F)cc2)CC1	-18%	61%[activator]	-10%	-1	-3%	126%[activator]	-18%	18%	-10%
COc1ccc(N/N=C(\C=N\O)C(=O)c2ccc(OC)cc2)cc1	-1%	?	0%	4	10%	17%	-14%	-15%	-4%
COc1cc(/C(C)=N/NC(=O)CSc2nncn2C)ccc1OCc1ccccc1Cl	-7%	?	1%	-6	-2%	14%	-17%	17%	-4%
CN(C(=O)c1ccc(S(=O)(=O)NC2CCCC2)cc1)C1CCCCC1	-5%	-10%	-4%	-15	-2%	16%	4%	5%	1%
CCC(C)(C)NC(=O)c1sccc1Oc1ccc(F)cc1[N+](=O)[O-]	-7%	?	-3%	5	-4%	82%[activator]	-11%	4%	-5%
CC1=C(C(=O)N2CCOCC2)C(c2ccsc2)C2=C(CCCC2=O)N1 (stereo unspecified)	-4%	54%[activator]	-3%	17	-4%	-15%	1%	-2%	-2%
Cc1c(C(=O)O)oc2c1/C(=N\O)CC(C)(C)C2	-6%	10%	1%	-8	-3%	155%[activator]	-16%	11%	1%
CCCc1ccc(OCCNC(C)=O)cc1	-1%	-13%	8%	2	1%	3%	10%	-1%	-6%
c1ccc(Cn2c(-c3ccccc3)c[n+]3c2SCCC3)cc1	-3%	5%	-1%	2	-2%	15%	-12%	-22%	4%
COc1ccc(CCCO[C@@H](Cn2ccnc2)c2ccc(OC)cc2)cc1	-14%[19.4 µM]	.	-9%	.	-3%	.	.	.	-7%
Cc1onc(-c2ccccc2)c1C(=O)NCc1cccnc1	5%	4%	-4%	-10	3%	8%	-11%	6%	-2%
O=C(NCc1ccco1)/C(=C\c1cccs1)NC(=O)c1ccccc1	-3%	-7%	11%	1	-4%	4%	-22%	26%	-14%
Cc1cc(OCCCCOc2ccc(C#N)cc2)ccc1[N+](=O)[O-]	1%	5%	-6%	-1	-3%	-6%	-11%	3%	-8%
CCOc1cccc(C=NNc2ccc(S(=O)(=O)Nc3ccccc3C(=O)O)cc2[N+](=O)[O-])c1O	7%	.	-1%	-2	0%	8%	-29%	.	.
Nc1ncnc2c1cnn2-c1ccccc1	16%[60.1 µM]	5%&-7%	-7%&-1%	-10	3%&-1%	-7%	-1%	29%	4%&0%
Cc1ccc(CNC(=O)NC2CCCCC2)cc1	-8%	-9%	8%	-10	1%	i	-12%	1%	-3%
CC(=O)c1ccc(OCCOc2ccc(C#N)cc2)cc1	-3%	4%	4%	-4	-2%	29%	32%[activator]	8%	-4%
COc1ccc(CNC(=O)c2ccc3ccccc3n2)cc1	-8%	-19%	-4%	-5	-1%	-10%	-13%	-18%	-3%
CCOC(=O)c1sc(=NC(=O)c2cccc(Br)c2)n(C)c1C	3%	-6%	1%	-2	-1%	9%	-6%	1%	-3%
CCC(C)Sc1nnc(NS(=O)(=O)Cc2ccccc2)s1 (stereo unspecified)	-7%	-14%	31%	-8	2%	-5%	-1%	-1%	0%
Cc1onc(-c2ccccc2)c1C(=O)Nc1ccc(NC(=O)c2c(-c3ccccc3)noc2C)cc1	-11%	.	.	2	0%	67%[activator]	-11%	.	.
COc1ccc(-c2oc3ccccc3c2C(=O)OCc2ccc(O)cc2)cc1	10%	7%	10%	2	-6%	31%[activator]	-12%	-23%	-4%
Cc1ccccc1CSc1nncn1N	-3%	-11%	1%	-7	-4%	25%	-14%	1%	0%
O=C(NC1CCCC1)C(=O)c1c[nH]c2ccccc12	-12%	-13%	37%	-3	?	36%[activator]	-19%	17%	-2%
COc1ccc2nc(N)sc2c1	5%	-12%	1%&-3%	-3	4%	-9%	-15%	21%	0%
CCN1C(=O)/C(=C\C=C\c2ccccc2[N+](=O)[O-])SC1=S	-4%	-12%	-5%	4	3%	59%[activator]	-13%	22%	-8%
COCCNc1oc(/C=C/c2ccccc2OC)nc1S(=O)(=O)c1ccccc1	-4%	363%[activator]	6%	-5	-3%	?	-12%	13%	-8%
O=C(CN1C(=O)NC2(CCCCC2)C1=O)Nc1ccc(N2CCOCC2)cc1	-1%	-9%	0%	9	-6%	-4%	-20%	0%	-5%
O=C(NC(=S)NCCN1CCOCC1)c1ccc(Cl)cc1Cl	-9%	-13%	-6%	-6	2%	6%	-9%	56%	-3%
CCCCNC(=S)N(CCO)Cc1cc2cc3c(cc2[nH]c1=O)OCCO3	1%	-2%	3%	1	-3%	-4%	-8%	-1%	-3%
CC(C)c1ccc(C(=O)NCCCc2ccccc2)cc1	-2%	?	0%	0	-5%	14%	-11%	10%	-10%

Molecules shown so far that have bromine:
SMILES	POLK inh	Anesthetic bind	APEX1 inh	LDHA inh	GRP78 ERSR act	Pol iota inh	Pol eta inh	POLB inh	BLM inh
O=C(Nc1ccccc1C(=O)O)c1ccc(Br)c(S(=O)(=O)NCc2ccccc2)c1	-10%	-11%	-2%	-4	5%	50%[activator]	-20%	-19%	-1%
CCOC(=O)c1sc(=NC(=O)c2cccc(Br)c2)n(C)c1C	3%	-6%	1%	-2	-1%	9%	-6%	1%	-3%

High-throughput results from PubChem BioAssay.
